RXFP1 ag = RXFP1 (human) receptor agonism; Potency, µM (doses to about 57.5 µM), inactives show top-dose activation, actives largely listed as activators; AID 2676; Q9HBX9; hit rate 0.3% among 370,000; HEK293T-RXFP1 cAMP TR-FRET, 30 min; response scale: percent of porcine relaxin response, buffer zero; note: potency is the fitted concentration of half-maximal effect; % is set by controls: 0 for no effect and ±100 for the full control effect; nearly all actives have a fitted effect of over 60% in size; many of its hits are not listed in these tables
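HEK293 cells stably expressing RXFP1, treated 30 min at 37C with compounds plus PDE4 inhibitor Ro 20174; cAMP measured by HTRF TR-FRET. Normalized to buffer and 29 nM porcine relaxin; EC50 by Hill fit.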
Vif-A3G inh = Vif-A3G binding inhibition | Q9HC16 | HeLa A3G-eYFP + Vif (tagged APOBEC3G with the HIV-1 protein that degrades it), YFP fluorescence, overnight | Potency, µM (titrated, usually from 46.1 µM), for inactives: at the top dose activity, negative = active, actives largely listed as inhibitors | hit rate 0.076% among 410,000 | AID 602310;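 note: potency is the fitted concentration of half-maximal effect; % is set by controls: 0 for no effect and ±100 for the full control effect; nearly all actives have a fitted effect of over 60% in size; hits raise eYFP signal because A3G escapes Vif-driven loss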
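HeLa cells stably expressing Vif and C-terminally eYFP-tagged A3G, seeded overnight at 37 deg C, then exposed to compound by pintool overnight at 37 deg C. Rise in yellow fluorescence (Ex 488/Em 500-530, Acumen) marks blocked Vif-driven A3G degradation.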
D2 potentiator = positive allosteric modulators of human D2 dopamine receptor. P14416. HEK293 T-REx D2, calcium flux, EC20 dopamine potentiation. potentiation, % at 10 µM. hit rate 0.34% among 340,000;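 active = potentiation over 3 SD above the plate norm, cut at about 30% in these data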; note: 0% is about no effect
Target sequence (P14416 whole entry, looked up): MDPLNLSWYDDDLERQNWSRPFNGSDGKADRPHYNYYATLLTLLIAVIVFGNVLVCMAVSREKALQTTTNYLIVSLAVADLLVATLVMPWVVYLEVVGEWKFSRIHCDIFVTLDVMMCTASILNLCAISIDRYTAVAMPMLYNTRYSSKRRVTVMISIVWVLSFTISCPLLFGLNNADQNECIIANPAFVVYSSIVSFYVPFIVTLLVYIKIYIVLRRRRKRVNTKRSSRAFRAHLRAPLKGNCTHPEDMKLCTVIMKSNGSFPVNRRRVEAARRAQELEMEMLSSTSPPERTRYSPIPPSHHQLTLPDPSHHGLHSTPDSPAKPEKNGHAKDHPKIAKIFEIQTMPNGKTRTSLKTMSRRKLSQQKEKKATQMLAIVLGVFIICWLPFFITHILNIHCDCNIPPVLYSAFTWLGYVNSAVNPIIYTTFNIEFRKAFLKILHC
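Using a no-wash calcium dye in inducible, force-coupled HEK293 Trex cells expressing D2, we tracked fluorescence each second for 180 s after compound, then for 180 s after EC20 dopamine to detect augmented signalling.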
Glioma ERSR ind = induces the endoplasmic reticulum stress response in human glioma cells; hit rate 0.02% among 420,000; AID 602332; Potency, µM, for inactives: top-dose activation, most hits filed as activators; U87-MG GRP78 promoter luciferase reporter, 16 h; note: potency is the fitted concentration of half-maximal effect; series mostly up to about 76 µM; % of control where 0% means no effect; nearly all actives have a fitted effect of over 35% in size
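Stably transfected U87-MG human glioma cells carrying a GRP78-based luminescent sensor were seeded at 1000 cells/well, pin-dosed with compounds and incubated 16 h. Luciferase reagent was then added, and end-point luminescence was read after 10 min at room temperature.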
Vif-A3F inh = blocks the Vif interaction with APOBEC3F; hit rate 0.2% among 390,000; HeLa A3F-eYFP + Vif (tagged APOBEC3F with the HIV-1 protein that degrades it), YFP fluorescence increase; Potency, µM (titrated, usually from 46.1 µM), for inactives: top-dose activity, negative = active; note: potency is the fitted concentration of half-maximal effect; % of control where 0% means no effect; nearly all actives have a fitted effect of over 65% in size
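HeLa cells stably expressing Vif plus C-terminally eYFP-tagged A3F were seeded, incubated overnight at 37 deg C, dosed with compound, incubated overnight again at 37 deg C. Yellow fluorescence (Ex 488/Em 500-530) reported blocked Vif-mediated A3F-eYFP degradation.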
D1 PAM = potentiators of human D1 dopamine receptor; HEK293 TREx D1 cells, calcium flux, dopamine EC20 potentiation; AID 504651; potentiation, % at 10 µM; hit rate 0.036% among 360,000; P21728; in the data active = potentiation above about 30%; note: 0% is about no effect
Target sequence (P21728 whole entry, looked up): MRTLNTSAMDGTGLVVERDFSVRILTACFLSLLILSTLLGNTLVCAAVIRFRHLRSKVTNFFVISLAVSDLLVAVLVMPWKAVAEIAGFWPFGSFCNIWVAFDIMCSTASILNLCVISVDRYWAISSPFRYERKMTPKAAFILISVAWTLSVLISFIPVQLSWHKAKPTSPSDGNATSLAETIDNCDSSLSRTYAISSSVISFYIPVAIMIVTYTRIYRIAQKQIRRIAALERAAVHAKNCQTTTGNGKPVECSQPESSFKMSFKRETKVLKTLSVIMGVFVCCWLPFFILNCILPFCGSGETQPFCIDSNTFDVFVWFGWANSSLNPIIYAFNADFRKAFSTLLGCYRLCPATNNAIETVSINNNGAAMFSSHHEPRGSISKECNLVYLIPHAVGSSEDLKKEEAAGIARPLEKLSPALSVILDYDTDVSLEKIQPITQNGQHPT
D1 agonist = human D1 receptor agonism | HEK293 T-REx D1 cells, calcium flux, agonist mode | activation, % at 2 µM | hit rate 1% among 360,000 | AID 504660 | P21728; in the data active = activation above about 30%; note: 0% is about no effect
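Inducible HEK293 T-REx D1 cells, force-coupled to calcium signalling, were plated at 4000 cells/well with tetracycline and held overnight at 30 C. After no-wash calcium dye loading, compound-evoked calcium rise over 180 s flagged agonists.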
LDHA inh = inhibitors of human lactate dehydrogenase A. purified LDHA, NADH/diaphorase-resazurin fluorescence; stronger effect = lower value. activity change, % (values are at about 110 or 230 µM). hit rate 0.15% among 480,000. AID 1347041; in the data active = activity change below about -30%; inconclusive = mostly about -25% to -30%;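 note: plate controls were DMSO wells for no effect and wells without enzyme for full effect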
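Human LDH5 at 2 nM final in Tris HCl pH 7.4 with 0.06 mM NADH and 0.2 mM pyruvate, reacted 5 minutes at room temperature. Remaining NADH coupled via diaphorase/resazurin; resorufin fluorescence read at 0 and 20 minutes, normalized to enzyme-free and DMSO wells.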
D1 antag = blocks dopamine activation of the human D1 receptor. HEK293 TREx D1 cells, calcium flux, dopamine EC80; stronger effect = lower value. activity change, negative = inhibition, % at 10 µM. hit rate 3.2% among 360,000. AID 504652; in the data active = activity change below about -30%; note: % is set by controls: 0 for no effect and ±100 for the full control effect
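After overnight tetracycline induction at 30 C, force-coupled D1 HEK293 cells took up a no-wash calcium dye at room temperature. Compounds were added and monitored 180 s, and the response to EC80 dopamine was then recorded.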
Starred values were filed as active, the others as inactive; ? = inconclusive; / = no result given; & = joins results of further samples. Unless noted, calls come from the whole dose curve; as a rule, active = well fitted curve in the direction sought with a large enough effect; inconclusive = small, poorly fitted or top-dose-only effect, or another doubt; inactive = no such curve, though single readings can be large; an effect the other way counts as inactive or inconclusive. This is a subset; rates above refer to the full screens.

Fields: D1 agonist	D1 antag	Glioma ERSR ind	LDHA inh	RXFP1 ag	Vif-A3F inh	D2 potentiator	Vif-A3G inh	D1 PAM
- Cc1cc(C)cc(NC(=O)C2COc3ccccc3O2)c1 (stereo not drawn)
→ /	/	-1%	-1	/	-9%	/	-5%	/
- CCc1ccc2c(CN3CCc4cc(OC)c(OC)cc4C3)cc(=O)oc2c1
→ 2	-1	7%	0	-3.0%	9%	-26	1%	3
- Cc1cc(NC(=O)c2ccc(Cl)c(Cl)c2)ccc1-c1cc2ccccc2oc1=O
→ 0	-3	-2%	-2	7.3%	-21%	-7	-2%	-1
- COc1ccc(-c2nnn(CC(=O)c3c[nH]c4ccccc34)n2)cc1OC
→ 5	-3	-2%	0	1.8%	-6%	-8	0%	-9
- O=c1c2sc(-c3ccccc3)cc2nc2n1CCCCC2
→ 3	0	-5%	-2	0.2%	11%	13	-8%	-2
- Oc1ccc(-c2nc(=S)[nH][nH]2)cc1
→ 4	-5	2%	-4	1.5%	-7%	-1	1%	-6
- CC1(C)S/C(=N/N=C/c2ccco2)NC1=O
→ 2	-2	0%	1	1.2%	-35%	-5	4%	-3
- CSc1ncc(C(=O)N2CCN(c3cc(Cl)ccc3C)CC2)c(C)n1
→ 0	-11	-4%	-9	1.7%	2%	3	-2%	0
- COc1ccc(C2CC(c3cccs3)=NN2C(=S)Nc2ccccc2)cc1OC (stereo not drawn)
→ 1	-20	-1%	-4	-1.4%	12%	1	-3%	-3
- CC(C)c1c(C(=O)N/N=C/c2ccc(-c3ccccc3)cc2)nnn1-c1nonc1N
→ 4	-1	-2%	-10	1.5%	-1%	4	2%	11
- O=C(CSCc1ccccc1)Nc1nccs1
→ 3	7	4%	-7	3.1%	1%	-9	1%	-1
- CC(=O)NC(c1ccccc1)c1cc([N+](=O)[O-])c2cccnc2c1O (stereo not drawn)
→ 3	9	-6%	13	0.1%	-1%	4	3%	8
- CC1Cc2cc(S(=O)(=O)N3CCN(c4ccccc4F)CC3)ccc2N1C(=O)C1CCC1 (stereo not drawn)
→ 0	-19	-5%	0	-0.2%	-4%	1	5%	0
- c1ccc(-c2cn3c(n2)SCC3)cc1
→ -3	7	11%	-4	2.0%	-6%	30*	0%	0
- Cc1ccccc1NC(=O)c1c(C)oc2ccc(O)c(CN3CCN(C)CC3)c12
→ 0	-19	-3%	-5	-1.9%	2%	-2	6%	-2
- COc1ccc2nc(-c3ccc(F)cc3)sc2c1
→ /	/	-8%	-4	/	-12%	/	0%	/
- CCC(C(=O)NCCN1CCN(C)CC1)n1c(C)c2cnn(-c3ccccc3)c(=O)c2c1C (stereo not drawn)
→ 2	-13	-1%	6	0.4%	7%	-1	1%	1
- Cc1cccc(N=N/C(=C\O)C(=O)c2ccc(Br)cc2)c1
→ 2	2	-2%	0	1.1%	18%	-3	-21%	-4
- Cc1ccc(NC(=O)CCS(=O)(=O)c2ccc3c(c2)NC(=O)C(C)S3)nc1 (stereo not drawn)
→ -1	4	-5%	-7	0.7%	-1%	14	2%	0
- Cc1onc(-c2ccccc2)c1C(=O)OCC(=O)Nc1ccccc1
→ 5	-12	-5%	-4	0.6%	2%	9	1%	1
- Cc1cn(CC(=O)NCC(C)c2ccccc2)c(=O)[nH]c1=O (stereo not drawn)
→ /	/	2%	-1	/	11%	/	6%	/
- O=C1CCC(=O)c2ccc3c4c(ccc1c24)CC3
→ /	/	-3%	-6	/	-20%	/	-4%	/
- Cc1cccc2nc(-c3ccccn3)c(Nc3ccc(F)cc3)n12
→ 1	10	-6%	5	0.8%	-6%	-10	2%	1
- COc1ccc(NC(=O)CN(C)C(=O)C2=COCCO2)cc1
→ 2	4	-4%	-13	1.2%	-19%	1	0%	2
- Cc1ccc(C2(c3noc(CN(C)Cc4cccnc4)n3)CCCC2)cc1
→ 6	-17	0%	-1	2.9%	2%	19	0%	-7
- COc1ccc2c(c1)c(=O)oc1cc(OCC(=O)N3CCC(C)CC3)ccc12
→ 5	-12	18%	-6	4.8%	-22%	4	0%	-3
- CCN1CCCC(OC(=O)C(c2ccccc2)c2ccccc2)C1 (stereo not drawn)
→ 1	-15	-4%&-4%	-10	-0.5%	7%	13	-3%	-4
- O=C(Cn1cc2c(n1)CCCCC2)NCc1cccs1
→ 3	3	-4%	0	-1.1%	-1%	-8	-8%	4
- CC1(C(=O)Nc2nnc(SCc3ccccc3)s2)Cc2ccccc2C(=O)O1 (stereo not drawn)
→ 8	-4	-6%	6	-0.4%	2%	11	1%	2
- CSCCC(NC(=O)c1ccco1)C(=O)OC(C)C(=O)NC(=O)NC1CCCCC1 (stereo not drawn)
→ 1	3	-2%	2	-0.7%	0%	/	-1%	-4
- CCN(CC)CCCNc1oc(/C=C/c2ccc(OC)c(OC)c2)nc1C#N
→ -1	-5	0%	-2	-3.6%	-11%	-7	5%	0
- CCCNC(=O)CN1CCN(c2cc3ccccc3c(Cl)n2)CC1
→ 0	9	-1%	9	2.6%	-23%	5	3%	14
- O=C(COc1ncnc2cc(Cl)ccc12)c1ccccc1
→ 2	-13	2%	-3	-3.1%	-2%	-4	2%	1
- Cc1ccc(N2CC(C(=O)Nc3ccc(S(=O)(=O)N4CCCC4)cc3)CC2=O)cc1 (stereo not drawn)
→ 0	-17	0%	-9	0.3%	-4%	9	2%	-1
- CCCCNC(=O)c1ccc(CS(=O)(=O)c2ccccc2OC)o1
→ 3	17	-4%	-5	-5.0%	-4%	10	-5%	5
- COc1ccccc1CNC(=O)c1cn(C)c2ccc(S(=O)(=O)N3CCCC3)cc2c1=O
→ -3	6	-2%	-2	0.0%	-8%	11	0%	-1
- COc1ccc(/C=C(\NC(=O)c2ccccc2)C(=O)NCCN2CCOCC2)cc1OC
→ 5	0	-2%	-4	-1.2%	-19%	3	-5%	1
- CC(C)(C)OC(=O)[C@H](Cc1ccccc1)NC(=O)c1nc[nH]c1C(=O)N1CCN(C(=O)OC(C)(C)C)CC1
→ 1	-11	-3%	0	1.2%	-4%	3	4%	-6
- COc1cc(-c2nc3ccccn3c2/N=C/c2ccc(F)cc2)ccc1O
→ 0	0	0%	4	9.3%	3%	1	-7%	-5
- CCc1ccc(N=C2NC(=O)/C(=C/c3cc(OC)c(OC)c(OC)c3)S2)cc1
→ 3	-26	13%	3	2.1%	-4%	-7	?	-4

In another format: entries from further up
> COc1ccc(NC(=O)CN(C)C(=O)C2=COCCO2)cc1
  D1 agonist: 2	D1 antag: 4	Glioma ERSR ind: -4%	LDHA inh: -13	RXFP1 ag: 1.2%	Vif-A3F inh: -19%	D2 potentiator: 1	Vif-A3G inh: 0%	D1 PAM: 2
> CCN1CCCC(OC(=O)C(c2ccccc2)c2ccccc2)C1 (stereo not drawn)
  D1 agonist: 1	D1 antag: -15	Glioma ERSR ind: -4%&-4%	LDHA inh: -10	RXFP1 ag: -0.5%	Vif-A3F inh: 7%	D2 potentiator: 13	Vif-A3G inh: -3%	D1 PAM: -4
> COc1ccc2c(c1)c(=O)oc1cc(OCC(=O)N3CCC(C)CC3)ccc12
  D1 agonist: 5	D1 antag: -12	Glioma ERSR ind: 18%	LDHA inh: -6	RXFP1 ag: 4.8%	Vif-A3F inh: -22%	D2 potentiator: 4	Vif-A3G inh: 0%	D1 PAM: -3
> Cc1ccc(C2(c3noc(CN(C)Cc4cccnc4)n3)CCCC2)cc1
  D1 agonist: 6	D1 antag: -17	Glioma ERSR ind: 0%	LDHA inh: -1	RXFP1 ag: 2.9%	Vif-A3F inh: 2%	D2 potentiator: 19	Vif-A3G inh: 0%	D1 PAM: -7

(further entries)
Fields: D1 agonist	D1 antag	Glioma ERSR ind	LDHA inh	RXFP1 ag	Vif-A3F inh	D2 potentiator	Vif-A3G inh	D1 PAM
- COc1ccc(NC(=O)Nc2nc3c(s2)CCCC3)cc1
→ 0	3	1%	-2	-0.2%	6%	27	-1%	-3
- CCn1c(C(=O)NCc2ccc(C)cc2)cc2sc(Cl)cc21
→ 3	2	/	-3	3.7%	/	2	/	-1
- Cc1ccc2c(c1)C1(OCCCO1)C(=O)N2
→ 2	-1	-7%	-1	1.4%	4%	7	-1%	-1
- CCCCn1c(N)c(N(CC(C)C)C(=O)C2CCN(S(=O)(=O)c3ccc(C)cc3)CC2)c(=O)[nH]c1=O
→ 3	-7	-1%	-10	-0.1%	1%	0	2%	-6
- CCOC(=O)N1CCC(=NNC(=O)c2cc3ccccc3cc2O)CC1
→ 2	-28	0%	14	0.5%	-13%	1	-1%	3
- CCn1c(=O)cc(SCC(=O)N2CCN(c3ccccn3)CC2)c2ccccc21
→ 0	-9	-3%	10	2.0%	-1%	-3	-9%	1
- COc1ccc(NC(=O)CN(C)C(=O)C2CCCO2)cc1 (stereo not drawn)
→ 8	15	-4%	-9	0.0%	0%	-7	2%	/
- CC(=O)Oc1ccc(C(=O)Nc2ccccc2C(=O)NCC(C)C)cc1
→ 0	1	-1%	-8	5.0%	10%	2	-3%	0
- O=C(c1ccc(NC(=S)NCc2ccco2)cc1)N1CCOCC1
→ 2	-11	1%	-6	0.0%	-5%	4	-1%	4
- COc1cc(C(=O)N2CCC(NC(=O)C(Cc3ccc(C)cc3)NC(C)=O)CC2)cc(OC)c1OC (stereo not drawn)
→ 2	22	-2%	2	0.0%	0%	-5	0%	-2
- CCc1nnc(NC(=O)c2ccc(OC)cc2)s1
→ 2	-11	-2%	-2	1.3%	-2%	6	3%	-3
- Cc1ccc(Nc2nc(-c3cccnc3)cs2)cc1C
→ 2	-3	3%	-3	-1.2%	8%	-1	0%	-9
- N#Cc1c(-c2ccco2)cc(-c2ccc(F)cc2)nc1N
→ 3	3	-7%	10	0.5%	-4%	7	-30%	-12
- CCN1CCCC1Cn1cnc2c([nH]c3ccc(OC)cc32)c1=O (stereo not drawn)
→ 3	9	-1%	5	-0.4%	-2%	-7	-1%	-4
